# Tau ThT inhib = tau fibrillization inhibition (ThT binding) | P10636 | recombinant tau K18 P301L, heparin-induced fibrillization, ThT fluorescence | Potency, µM (highest dose often 57.4 µM), for inactives: at the highest dose activity, negative = inhibition, actives largely listed as inhibitors | actives 2.1% (n = 270,000) | AID 1460; further: on the % scale 0 is the no-effect control and ±100 the full control effect; nearly all actives have a fitted effect of over 55% in size
# Target sequence (P10636 561-689 P618L limits assumed): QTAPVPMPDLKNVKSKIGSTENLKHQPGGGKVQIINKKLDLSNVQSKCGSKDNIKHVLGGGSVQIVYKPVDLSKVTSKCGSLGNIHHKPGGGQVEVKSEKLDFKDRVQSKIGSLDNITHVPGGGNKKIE
#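 Recombinant human tau K18 fragment […] carrying P301L, 15 uM unlabeled plus 0.24 uM Alexa 594-labeled, was fibrillized with 20 uM heparin in 100 mM sodium acetate pH 7 for 6 hr at 37 C; 30 uM ThT fluorescence read after 1 hr.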
# GAA inh = alpha-glucosidase (human) inhibition; P10253; purified human GAA, 4-MU-alpha-glucoside fluorescence; Potency, µM (titrated, usually from 76.9 µM), for the others: top-dose activity change, negative = inhibition, actives largely listed as inhibitors; actives 0.005% (n = 200,000); AID 1466;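 further: plate controls were uninhibited enzyme wells for no effect and no-enzyme background for full effect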
#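 Fluorogenic assay: 4 nM human alpha-glucosidase with 400 uM 4-methylumbelliferyl-alpha-D-pyranoside in 50 mM citrate/phosphate, 0.005% Tween-20, pH 5.0, 20 min at room temperature. Compounds tested up to 77 uM; AC50 from Hill fits.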
# Tau fluor counter = counter-screen for tau fibril formation inhibitors. tau K18 P301L (four-repeat tau fragment) Alexa594 fluorescence, heparin fibrillization. Potency, µM (top dose mostly 57.7 µM), without a hit: at the highest dose activity change, negative = decrease. actives 0.93% (n = 280,000); further: on the % scale 0 is the no-effect control and ±100 the full control effect; nearly all actives have a fitted effect of over 55% in size
#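 Human K18 P301L tau (15 uM unlabeled plus 0.24 uM Alexa 594-labeled, final) in 100 mM sodium acetate pH 7 was mixed with compound and 20 uM heparin and incubated 6 hr at 37 C.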
# Tau fibril FP = blocks human tau fibril formation measured by polarization | P10636 | AID 1468 | Potency, µM (top dose mostly 57.7 µM), inactives show at the highest dose activity, negative = inhibition, usual class: inhibitors | actives 0.39% (n = 280,000) | K18 P301L tau heparin fibrillization, Alexa594 FP, 6 h; further: on the % scale 0 is the no-effect control and ±100 the full control effect; nearly all actives have a fitted effect of over 55% in size
#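 Recombinant K18 P301L […], labeled with Alexa 594 at 0.24 uM over 15 uM unlabeled; heparin inducer 20 uM final; 37 C, 6 hr; FP endpoint.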
# HTT ATP protect = Huntington cell model cytoprotection by ATP luminescence; AID 1471; actives 0.14% (n = 230,000); PC12 HTT-Q103 induced, cytoprotection, ATP luminescence, 40 h; Potency, µM (titrated, usually from 56.4 µM), inactives show cytoprotection (ATP increase), hits mostly activators;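 further: % of control where 0% means no effect; nearly all actives have a fitted effect of over 45% in size; toxic huntingtin expression switched on by the ecdysone agonist tebufenozide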
#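 Compounds were screened for protection of PC12 cells against cell death after tebufenozide induction (100 nM final) of mutant Huntingtin exon 1 (Q103) fused to GFP.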
# aGlu spleen mod = lysosomal alpha-glucosidase (human) modulation; Potency, µM (highest dose often 79.9 µM), for inactives: at the top dose activity change, negative = inhibition, most hits filed as inhibitors; P10253; actives 0.006% (n = 240,000); human spleen homogenate, 4-MU-alpha-glucoside fluorescence; AID 2112;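 further: 0% = enzyme with vehicle and -100% = no enzyme basal signal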
#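 Human spleen homogenate (1 ug) with 4-methylumbelliferyl-alpha-D-glucopyranoside (1 mM final) in 50 mM citrate/phosphate pH 5.0, 0.01% Tween-20; 40 min at 37 C. Stopped at pH 10; 4-MU fluorescence Ex 365/Em 440 nm; AC50 by Hill fit.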
# GAA glycogen mod = GAA glycogen-cleavage inhibition or activation | AID 2100 | P10253 | recombinant GAA, glycogen substrate, Amplex Red glucose oxidase fluorescence | Potency, µM (top dose mostly 76.4 µM), inactives show top-dose activity change, negative = inhibition, hits mostly inhibitors | actives 0.38% (n = 300,000);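 further: 0% = full enzyme reaction and -100% = no-enzyme basal signal; the screen sought inhibitors and activators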
#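 Natural-substrate format: glycogen cleavage by 4 nM human enzyme, glucose read by Amplex Red coupling (Ex 573, Em 610 nm). Normalized to enzyme and no-enzyme controls.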
# GLA spleen mod = inhibitors or activators of human alpha-galactosidase in spleen homogenate | Potency, µM (titrated, usually from 80 µM), without a hit: top-dose activity change, negative = inhibition, actives largely listed as inhibitors | human spleen homogenate, 4MU-alpha-Gal fluorescence, 40 min | P06280 | actives 0.008% (n = 240,000);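 further: 0% = enzyme with vehicle and -100% = no enzyme basal signal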
# Target sequence (P06280 32-429 limits assumed): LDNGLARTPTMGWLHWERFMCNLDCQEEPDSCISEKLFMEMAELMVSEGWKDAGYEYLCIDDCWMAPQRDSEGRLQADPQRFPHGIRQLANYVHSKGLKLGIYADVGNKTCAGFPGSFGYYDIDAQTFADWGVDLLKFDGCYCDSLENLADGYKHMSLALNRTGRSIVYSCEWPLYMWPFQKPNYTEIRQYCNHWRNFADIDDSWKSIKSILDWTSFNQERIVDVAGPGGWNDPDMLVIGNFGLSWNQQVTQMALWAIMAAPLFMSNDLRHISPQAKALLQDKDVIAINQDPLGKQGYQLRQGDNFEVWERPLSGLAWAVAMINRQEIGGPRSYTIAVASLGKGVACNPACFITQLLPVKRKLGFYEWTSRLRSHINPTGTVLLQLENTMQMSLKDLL
#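 Spleen homogenate 1 ug + cpd (titration) + 4-MU-alpha-D-galactopyranoside 1 mM; 37C 40 min; 50 mM citrate/phosphate pH 5.0, 0.01% Tween-20; stop pH 10; fluorescence 365/440; AC50 via Hill.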
# * hit, by the source's call; ? = inconclusive; · = not tested or not shown; & = joins results of further samples; ! = a repeat was not active; [ ] = another dose, or the depositor's remark. The call rests on the fitted dose curve; in most records, active means well fitted curve in the direction sought with a large enough effect; inconclusive means small, poorly fitted or top-dose-only effect, or another doubt; inactive means no such curve, though single readings can be large; an effect the other way counts as inactive or inconclusive. Potency means the concentration at half of the fitted maximal effect.
no. | mol | Tau ThT inhib | GAA inh | Tau fluor counter | Tau fibril FP | HTT ATP protect | aGlu spleen mod | GAA glycogen mod | GLA spleen mod
1 | COc1ccc(-c2[nH]ncc2CN(C)C(C)c2ccon2)cc1F (stereo unspecified) | -6.8% | -8.7% | -7.1% | 6.0% | -9.6%[10 µM] | 4.0% | 0.6% | -2.2%
2 | CC(=O)c1ccc(OCC(=O)c2ccc(-c3ccccc3)cc2)cc1 | ? | 0.5% | -4.1% | -4.5% | · | -1.1% | -8.9% | 4.2%
3 | COc1ccccc1NC(=O)CSc1oc(-c2ccccc2)nc1S(=O)(=O)c1ccc(C)cc1 | 14.4% | · | -26.3% | -14.0% | · | · | 11.0%[76.3 µM] | ·
4 | COc1ccc(/C=N/NC(=O)C(C)n2cnc3ccccc3c2=O)cc1OC (stereo unspecified) | -10.2% | ? | -5.7% | -1.0% | 10.3%[10 µM] | -4.3% | 8.2% | -2.5%
5 | COc1cc2c(cc1NC(=O)CSc1cccc[n+]1[O-])oc1ccccc12 | -16.9% | -1.5% | 0.6% | -0.7% | 30.0%[10 µM] | 2.2% | 8.1% | -3.4%
6 | Cc1cccc(NC(=O)NCCOCCn2c(=O)oc3ccccc32)c1C | 4.7% | · | -1.8% | -1.2% | · | · | -11.1%[76.3 µM] | ·
7 | O/N=C/c1cc(Cl)ccc1OCc1ccccc1Cl | ? | -8.8% | ? | ? | -7.9% | 2.7% | -6.1% | 5.1%
8 | Cc1ccc(C)c(N2CCN(CCCNC(=O)Cn3ncc4c5ccccc5n(C)c4c3=O)CC2)c1 | ? | · | -5.9% | 3.9% | · | · | -13.4%[76.3 µM] | ·
9 | O=C(NCc1ccccc1)C1=C[C@H](C2CC2)C[C@H](OCc2ccc(CO)cc2)O1 | -0.8% | · | 2.1% | 6.4% | 14.6%[10 µM] | -15.0% | -12.2% | -4.3%
10 | COc1ccc(S(=O)(=O)Nc2ccccc2OC)cc1NC(=O)Cc1cccs1 | -1.3% | -1.3% | -12.9% | 4.4% | 7.3%[10 µM] | -9.1% | -8.3% | -4.6%
11 | C=CCn1c(CCNC(=O)C(C)(C)C)nc2ccccc21 | 10.2% | -4.7% | -0.4% | -10.7% | 15.0%[1.9 µM] | -8.5% | -0.9% | -3.6%
12 | COC(=O)[C@H](COC(C)(C)C)NC(=O)O[C@@H]1C(=O)c2cc(OC)ccc2O[C@H]1c1ccc(OC)c(Br)c1 | ? | · | -15.0% | 4.1% | -31.0%[inhibitor] | 2.1% | · | -8.7%
13 | COc1ccccc1/C=N\Nc1cc(C)nc(-n2nc(C)cc2C)n1 | ? | -5.0% | ? | 5.6% | 26.7%[10 µM] | -7.1% | 14.0% | 3.1%
14 | COc1ccc(NC(=O)C(=O)NCc2ccncc2)c(OC)c1 | -1.8% | 3.3% | -9.2% | 1.6% | 39.4%[10 µM] | -2.7% | 0.9% | 8.9%
15 | Cc1ccc(NC(=O)COC(=O)CCc2ccc(S(=O)(=O)N3CCOCC3)cc2)cc1F | -6.3% | -11.8% | -24.6% | -4.7% | -28.3% | 0.8% | -9.8% | 1.3%

# Single records, as listed above. Order of values: Tau ThT inhib	GAA inh	Tau fluor counter	Tau fibril FP	HTT ATP protect	aGlu spleen mod	GAA glycogen mod	GLA spleen mod
# COc1ccc(S(=O)(=O)Nc2ccccc2OC)cc1NC(=O)Cc1cccs1 across the screens: -1.3%	-1.3%	-12.9%	4.4%	7.3%[10 µM]	-9.1%	-8.3%	-4.6%
# COc1cc2c(cc1NC(=O)CSc1cccc[n+]1[O-])oc1ccccc12 across the screens: -16.9%	-1.5%	0.6%	-0.7%	30.0%[10 µM]	2.2%	8.1%	-3.4%
# O=C(NCc1ccccc1)C1=C[C@H](C2CC2)C[C@H](OCc2ccc(CO)cc2)O1 across the screens: -0.8%	·	2.1%	6.4%	14.6%[10 µM]	-15.0%	-12.2%	-4.3%
# COc1ccccc1/C=N\Nc1cc(C)nc(-n2nc(C)cc2C)n1 across the screens: ?	-5.0%	?	5.6%	26.7%[10 µM]	-7.1%	14.0%	3.1%

# Continued:
no. | mol | Tau ThT inhib | GAA inh | Tau fluor counter | Tau fibril FP | HTT ATP protect | aGlu spleen mod | GAA glycogen mod | GLA spleen mod
16 | O=[N+]([O-])c1nn(-c2ccc3c(c2)OCCO3)n(O)c1=NCc1ccc(F)cc1 | 8.0% | 2.9% | 6.3% | 8.4% | -49.9%[inhibitor][10 µM] | -16.6% | -11.3% | 10.0%
17 | Cc1ccc(C(=O)Nc2ccc3c(c2)ncn3C)cc1 | -10.9% | -3.1% | 1.0% | -8.9% | -107.5%[inhibitor][0.074 µM] | -5.9% | 7.4% | -6.6%
18 | N[C@@]1(C(=O)O)CN[C@H](C(=O)O)C1 | -5.8% | · | -4.8% | -2.3% | ? | -4.1% | · | -4.6%
19 | CN(C)c1nc(N)nc(-c2nc3ccccc3s2)n1 | -7.7% | -6.9% | 4.6% | 4.6% | -18.7%[10 µM] | -1.2% | 5.2% | -3.9%
20 | CCOCCCn1c(=N)c(C(=O)NC2CCCC2)cc2c(=O)n3cccc(C)c3nc21 | -3.4% | · | 3.5% | -1.8% | · | · | 0.1%[76.3 µM] | ·
21 | CC(C)C(=O)Nc1ccc(NC(=O)c2cc3ccccc3o2)cc1 | -6.7% | -1.4% | -7.9% | -2.5% | -12.1% | -5.7% | -1.3% | -4.1%
22 | CCn1c(SCC(=O)Nc2cccnc2Cl)nnc1-c1ccccc1 | 6.2% | -28.5% | 8.4% | -3.2% | 0.3%[10 µM] | -1.6% | -4.8% | -1.4%
23 | CCn1nc(C)c(/C=N/NC(=O)Cn2nc(C)cc2C)c1C | 0.7% | -4.6% | 1.8% | 5.1% | · | 1.4% | -3.7% | 4.7%
24 | COc1ccc(NC(=O)Cn2ncc3c([nH]c4ccccc43)c2=O)cc1Cl | 10.2% | · | -0.1% | ? | · | · | -7.2%[76.3 µM] | ·
25 | Cc1ccc(CSc2nnc(Cn3c(=O)sc4ccccc43)n2C)cc1 | -11.1% | -1.7% | -6.3% | -1.5% | 3.0%[10 µM] | -0.5% | 2.0% | -2.8%
26 | Cc1ccc(Cn2c(=O)c3cccnc3n(CC(=O)Nc3cccc(C(F)(F)F)c3)c2=O)cc1 | 13.4%&-1.4% | 2.7% | -10.2%&-0.6% | 17.8µM*! | 8.5%[10 µM] | 0.2% | 8.4%[76.3 µM] | 5.5%
27 | O=C(O)[C@H]1CN[C@H](C(=O)O)C1 | -8.7% | · | 0.4% | 8.0% | -39.1%[inhibitor][1.9 µM] | -8.8% | · | 7.3%
28 | Cc1noc(C)c1S(=O)(=O)N(CCc1ccccc1)Cc1ccccc1 | -14.7% | ? | -17.9% | 1.3% | -32.6% | -2.5% | 5.1% | 3.8%
29 | O=C(/C=C/c1ccccc1)N1CCCN(C(=O)/C=C/c2ccccc2)CC1 | -6.7% | 4.5% | -1.1% | -1.6% | -18.0% | 0.3% | 6.5% | -1.7%
30 | N[C@@H](Cc1ccc(O)cc1)c1nnc([C@H](CC(=O)O)NC(=O)C2CCNCC2)o1 | -13.3% | · | -5.9% | ? | 14.1%[10 µM] | -0.2% | -7.9% | 8.7%

# Retrieved by compound from the list above, 2 records:
no. | mol | Tau ThT inhib | GAA inh | Tau fluor counter | Tau fibril FP | HTT ATP protect | aGlu spleen mod | GAA glycogen mod | GLA spleen mod
16 | O=[N+]([O-])c1nn(-c2ccc3c(c2)OCCO3)n(O)c1=NCc1ccc(F)cc1 | 8.0% | 2.9% | 6.3% | 8.4% | -49.9%[inhibitor][10 µM] | -16.6% | -11.3% | 10.0%
23 | CCn1nc(C)c(/C=N/NC(=O)Cn2nc(C)cc2C)c1C | 0.7% | -4.6% | 1.8% | 5.1% | · | 1.4% | -3.7% | 4.7%

# Next section:
no. | mol | Tau ThT inhib | GAA inh | Tau fluor counter | Tau fibril FP | HTT ATP protect | aGlu spleen mod | GAA glycogen mod | GLA spleen mod
31 | CC1CCCCN1S(=O)(=O)c1ccc(C(=O)Nc2nnc(-c3ccccc3Cl)o2)cc1 (stereo unspecified) | -10.3% | 3.3% | -13.4% | -3.0% | -25.0%[10 µM] | 2.2% | -10.8% | 6.7%
32 | O=C(N/N=C/C1CC=CCC1)c1cc(Br)ccc1O (stereo unspecified) | ? | 3.5% | -24.1% | 7.2% | 1.9%[10 µM] | -5.1% | ? | -2.9%
33 | CCc1ccccc1N(C)S(=O)(=O)c1ccc2[nH]cc(C(=O)N3CCc4ccccc43)c(=O)c2c1 | -15.7% | -8.1% | ? | ? | · | -2.6% | 2.0% | -3.5%
34 | O=C(CN1CCOCC1)Nc1c(-c2ccccc2)c2cc(Br)ccc2[nH]c1=O | 6.3% | -14.6% | -1.1% | -1.2% | 0.3% | -23.0% | 0.3% | -7.9%
35 | CC(C)CNC(C)C(=O)Nc1ccc(S(N)(=O)=O)cc1 (stereo unspecified) | 0.8% | · | -4.9% | -6.9% | 27.7%[10 µM] | 6.6% | 6.3% | 2.9%
36 | Fc1ccc(CNCCC(Cc2ccccc2)c2ccco2)cc1 (stereo unspecified) | -0.3% | · | -3.0% | 2.4% | -4.4%[10 µM] | -2.0% | 1.2% | -0.3%
37 | O=C(Nc1cccn2ncnc12)c1ccccc1 | -0.9% | -4.3% | -1.8% | -4.8% | -16.1% | -4.9% | 0.1% | -13.1%
38 | O=C(Nc1ccc2c3c(cccc13)CC2)c1ccc(Br)o1 | -21.5% | -3.3% | -22.3% | -16.6% | 9.3%[10 µM] | 0.2% | -2.1% | 3.0%
39 | COc1ccc(NC(=O)COC(=O)c2ccc(S(=O)(=O)N(C)c3ccccc3OC)cc2)c(OC)c1 | 2.1% | -4.8% | -6.9% | 2.5% | -66.0%[inhibitor] | 0.6% | 1.9% | -0.7%

# Source: PubChem BioAssay
